# Mcl1 Noxa PPI: Mcl-1/Noxa interaction inhibition | TR-FRET Mcl-1/Noxa peptide binding, 2 h | hit rate 1.5% among 220,000 | AID 1022 | inhibition, % at 21.7 µM | Q07820;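 active = compounds that cut the protein-peptide binding signal by more than 50% relative to plate controls in a single-dose test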;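 also: His-tagged Mcl-1 with rhodamine Noxa BH3 peptide and terbium anti-His antibody; 0% = Mcl-1 plus Noxa peptide wells and 100% = peptide-only wells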
# Target sequence (Q07820 whole entry, looked up): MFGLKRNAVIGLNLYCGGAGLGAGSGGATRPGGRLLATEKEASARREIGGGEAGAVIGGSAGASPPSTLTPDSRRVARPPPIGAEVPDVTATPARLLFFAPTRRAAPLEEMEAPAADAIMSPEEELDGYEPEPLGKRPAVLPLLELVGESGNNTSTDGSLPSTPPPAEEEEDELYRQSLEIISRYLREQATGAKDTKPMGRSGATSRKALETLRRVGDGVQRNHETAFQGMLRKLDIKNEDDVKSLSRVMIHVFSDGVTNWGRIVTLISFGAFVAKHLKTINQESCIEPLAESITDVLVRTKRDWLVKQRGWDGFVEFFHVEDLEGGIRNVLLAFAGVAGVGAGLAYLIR
# Avidin bead fluor: compound fluoresces at 488/530 nm on avidin beads; compound fluorescence 488/530 nm, flow cytometry; hits give high values; fluorescence (KMESF) at 10 µM; hit rate 0.38% among 220,000; AID 1775; in the data active = fluorescence above about 47; also: inactives centre near 10
# Rab2 wt GTP: changes GTP binding to wildtype dog Rab2A, up or down; P61105; GTP binding activity, % at 10 µM; hit rate 0.19% among 190,000; GST-Rab2 wt beads, Bodipy-GTP binding, flow cytometry;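 active = GTP binding activity at least 20 points away from 100%, either lowered or raised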;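 also: 0% = beads with excess unlabeled GTP and 100% = no-compound control corrected for plate trend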
# Rab7 wt GTP bind: dog Rab7 wildtype GTP binding, inhibitors and activators. GST-Rab7 beads, fluorescent GTP binding, flow cytometry; actives lie on both sides; untreated = 100%, excess cold GTP = 0%. GTP binding activity (percent of control), % at 10 µM. hit rate 0.055% among 190,000. AID 758;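 active = fluorescent GTP binding to Rab7 beads changed by at least 20 points from the 100% baseline, either direction, mostly lower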;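 also: median green fluorescence of bound Bodipy-FL-GTP per Rab7 bead population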
# HRas wt GTP bind: human HRas wildtype GTP binding, change in either direction; P01112; GST-Ras wt beads, Bodipy-FL-GTP binding, flow cytometry; actives lie on both sides; GTP binding activity, % at 10 µM; hit rate 0.14% among 190,000;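 active = GTP binding activity at least 20% away from the 100% baseline, either lowered as inhibitor or raised as activator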;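 also: 0% = unlabeled GTP competition control and 100% = no-compound control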
# Rac1 wt GTP bind: alters GTP binding to wildtype human Rac1 | GST-Rac1 beads, fluorescent GTP binding, flow cytometry; actives lie on both sides; 0 = cold GTP competed, 100 = untreated | GTP binding activity (% of control), % at 10 µM | hit rate 0.27% among 190,000;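 active = GTP binding activity at least 20 points away from the 100% control level, either lower or higher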
# Rac1 act GTP bind: alters GTP binding to activated mutant human Rac1 | P63000 | GST-Rac1 activated beads, fluorescent GTP binding, flow cytometry; actives lie on both sides; 100% means binding = to untreated wells | percent activity (GTP binding), % at 10 µM | hit rate 0.11% among 190,000 | AID 764;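 active = GTP binding at least 20 percentage points away from the 100% baseline, in either direction, so actives lie on both sides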
# Cdc42 wt GTP: changes GTP binding to wildtype human Cdc42; AID 761; P60953; GST-Cdc42 beads, Bodipy-GTP binding, flow cytometry; actives lie on both sides; percent activity (GTP binding), % at 10 µM; hit rate 0.2% among 190,000;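 active = percent activity GTP binding at least 20 points away from the 100% baseline, either down as inhibitor or up as activator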;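 also: median bead fluorescence of bound Bodipy-FL-GTP at 100 nM; 0% = excess unlabeled GTP control and 100% = no compound control; below 100% means less GTP binding so inhibitor and above means activator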
# ABCB1 block: human ABCB1 inhibition, ABCG2 as counter-screen; P08183; CCRF-Adr cells, JC-1 efflux, flow cytometry; inhibition, % at 6.6 µM; hit rate 0.067% among 190,000; in the data active = inhibition above about 40%;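 also: 0% = vehicle and 100% = reference inhibitor; higher value means more JC-1 retained so stronger ABCB1 efflux block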
# Pf gamet viab: inhibitors of late stage P. falciparum gametocyte viability | P. falciparum stage V gametocytes, ATP luminescence, 24 h | hit rate 0.065% among 150,000 | inhibition, % at 10.9 µM;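 active = inhibition above the mean plus 3 SD of compounds within the control limits, set per campaign, cut at about 38% in these data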;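 also: 0% = DMSO wells and 100% = medium only without gametocytes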
# ABCG2 inh: inhibitors of human ABCG2 transporter, ABCB1 counter-screen. Q9UNQ0. IgMXP3 cells, JC-1 efflux, flow cytometry. inhibition, % at 6.6 µM. hit rate 0.1% among 190,000. AID 1325;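 active = inhibition above 80%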;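 also: 0% = DMSO and 100% = nicardipine control wells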
# Target sequence (Q9UNQ0 whole entry, looked up): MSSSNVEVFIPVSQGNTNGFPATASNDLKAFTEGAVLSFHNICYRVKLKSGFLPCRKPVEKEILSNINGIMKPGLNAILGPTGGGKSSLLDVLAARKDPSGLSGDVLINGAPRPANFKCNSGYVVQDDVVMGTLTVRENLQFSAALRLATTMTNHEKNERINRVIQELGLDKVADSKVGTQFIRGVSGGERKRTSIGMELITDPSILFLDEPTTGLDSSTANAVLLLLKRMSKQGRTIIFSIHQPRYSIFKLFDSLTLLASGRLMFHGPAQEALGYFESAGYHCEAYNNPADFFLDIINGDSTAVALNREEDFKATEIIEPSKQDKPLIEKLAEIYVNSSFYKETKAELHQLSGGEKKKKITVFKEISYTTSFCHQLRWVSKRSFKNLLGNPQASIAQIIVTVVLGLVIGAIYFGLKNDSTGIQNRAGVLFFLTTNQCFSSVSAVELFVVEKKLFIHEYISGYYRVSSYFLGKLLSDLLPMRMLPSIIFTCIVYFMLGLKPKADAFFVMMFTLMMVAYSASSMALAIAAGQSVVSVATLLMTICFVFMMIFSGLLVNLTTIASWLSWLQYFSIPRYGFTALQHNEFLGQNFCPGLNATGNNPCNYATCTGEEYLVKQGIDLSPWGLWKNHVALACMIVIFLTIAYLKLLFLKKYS
#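 Test system: IgMXP3 cells (ABCG2) mixed with DDAO far-red-labelled CCRF-Adr cells (ABCB1). Reagent: JC-1 transporter substrate. Compound dosing: single test compound dose, 6.6 µM final. Times: 10 min compound exposure, 25 °C. Detection: flow cytometry of retained JC-1 fluorescence. Read-out basis: efflux inhibition in percent versus controls. Controls: nicardipine and DMSO wells.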
# An asterisk follows results filed as active; / = not tested or not shown.
mol,Mcl1 Noxa PPI,Avidin bead fluor,Rab2 wt GTP,Rab7 wt GTP bind,HRas wt GTP bind,Rac1 wt GTP bind,Rac1 act GTP bind,Cdc42 wt GTP,ABCB1 block,Pf gamet viab,ABCG2 inh
COc1ccc(-c2ccc(SCC(=O)c3cccs3)nn2)cc1OC,-17,8,99,100,96,93,95,100,0.3,/,1
COc1ccc(/C=c2\s/c(=C/C(=O)c3ccc(C)cc3)[nH]c2=O)c(OC)c1,9,11,97,95,99,100,97,100,-0.2,-2,-10
Cc1cc(Cl)nc(Cl)c1C(=O)NC(=O)NCCC(C)C,14,16,95,94,96,97,95,104,3.1,-1,7
CCCNC(=O)N[C@@H](CCSC)C(=O)OC,-18,9,103,105,102,105,101,105,0.0,/,0
Cc1cc(C(=O)Nc2ccc(S(=O)(=O)N3CCCC3)cc2)cs1,-5,35,96,94,98,97,96,98,0.4,-29,4
Cc1ccccc1N(CC(=O)NC1CCCC1)C(=O)C1(C)CC(=O)N=C2C=CC=CN21 (centres undefined),2,6,101,100,100,104,101,101,-0.1,/,0
S=C(NCc1ccncc1)Nc1ccc(Cl)c(Cl)c1,9,13,101,100,103,104,103,101,-0.1,12,2
CC(C)(C)NC(=O)COC(=O)c1cncc(Br)c1,-5,35,104,104,106,104,99,106,0.1,-7,0
CCOc1ccc(-n2c(SCC(=O)Nc3ccc(CC)cc3)nc3n[nH]c(C)c3c2=N)cc1,59*,10,94,102,94,98,92,93,-0.3,20,1
NC(=O)c1nn(-c2ccccc2)nc1NC(=O)Cn1nnc(-c2ccccc2)n1,-39,10,104,99,101,103,102,100,-0.1,5,1
O=C(O)CSc1ncccc1C(=O)O,8,14,99,98,102,103,101,104,0.2,12,5
Cc1nc2ccc(S(=O)(=O)NCC(=O)N3CCc4ccccc4C3)cc2s1,-10,10,97,97,99,98,99,99,0.6,/,2
CCCCNC(=O)c1cc(-c2ccc(F)cc2)on1,-22,28,102,100,101,106,99,104,-1.0,6,25
COCCCNC(=O)c1c(N)n(/N=C/c2ccccn2)c2nc3ccccc3nc12,/,7,93,95,93,95,93,95,5.5,-2,13
CCC(C)NC(=O)c1cnc2n(c1=O)CCS2 (centres undefined),14,14,102,100,100,105,98,101,-0.2,/,4
O=C(NNS(=O)(=O)c1ccccc1)C(O)(c1ccccc1)c1ccccc1,0,14,101,96,100,100,99,96,-0.2,3,-2
COc1cc(OC)cc(C(=O)N2CCCc3ccccc32)c1,16,13,101,101,100,102,99,97,1.1,0,9
CCN(C(=O)c1ccc(NC(C)=O)cc1)c1ccccc1,-2,10,103,100,103,113,103,109,0.4,/,2
COc1ccc(OCC(=O)Nc2ccc3nc(C)sc3c2)cc1,4,11,97,107,96,96,94,96,-2.9,-15,-4
CSc1nnnn1-c1ccc(C(=O)O)cc1,19,15,100,98,99,105,99,101,3.8,/,9
COC(=O)c1ccc(COC(=O)C(CCS(C)(=O)=O)N2C(=O)c3ccccc3C2=O)cc1 (centres undefined),14,12,103,102,101,103,98,102,0.6,-9,4
Cc1nc2cc(N)ccc2n1C1CCCCC1,21,11,102,102,100,99,96,98,0.4,4,2
CCOC(=O)c1c(N)n(CCOC(=O)c2cccs2)c2nc3ccccc3nc12,-6,12,100,103,100,99,99,99,3.2,/,4
CCOC(=O)c1cc(NC(=O)COC)ccc1O,-16,10,98,101,97,96,97,97,0.2,/,4
CN(C)C(CNC(=S)Nc1ccc(F)cc1)c1cccnc1 (centres undefined),13,8,94,97,95,99,97,98,0.2,4,0
Cc1ccc(SCc2[nH]nc3c2C2(C(=O)Nc4ccc([N+](=O)[O-])cc42)C(C#N)=C(N)O3)cc1 (centres undefined),14,11,104,103,103,100,99,103,1.0,-34,3
C#CCn1c(=NC(=O)CSC(C)=O)sc2cc(F)ccc21,17,6,95,100,94,98,92,94,0.2,/,10
CCn1c(CSCc2ccccc2)n[nH]c1=S,2,9,96,95,94,94,94,92,-0.3,-16,3
CN1CCN(C(=O)c2cc3nc(-c4ccccc4)cc(C(F)(F)F)n3n2)CC1,-3,11,101,97,99,103,99,101,0.3,1,3
CC1Cc2ccccc2N1C(=O)CN1C(=O)COc2ccccc21 (centres undefined),3,38,106,106,108,111,104,107,0.2,/,1
Cc1cccn2cc(CNC(=O)c3ccc(Br)o3)nc12,10,7,96,102,95,98,96,95,1.7,/,4
CCN(CC)S(=O)(=O)c1cccc(NC(=O)COC(=O)C2CC3C=CC2C3)c1 (centres undefined),3,10,92,93,96,96,95,94,2.1,-26,23
O=C(CSc1ccc(Cl)cc1)NCC1CCCO1 (centres undefined),24,13,99,97,101,103,101,101,-0.5,-19,2
CCCC(=O)Nc1nc(-c2ccc(OC)cc2)cs1,-1,9,104,105,103,107,102,106,0.1,/,5
COc1ccc(/C=N/NC(=O)COc2ccc3ccccc3c2)c(C(=O)O)c1OC,-7,4,96,97,98,98,95,101,-0.4,-16,1
O=C(COC(=O)c1cccnc1Cl)Nc1nc(-c2ccccc2)cs1,-3,7,99,98,99,101,97,101,0.2,-22,17
Cc1ccc2cc(C(c3nnnn3C3CCCC3)N(Cc3ccco3)Cc3cccs3)c(=O)[nH]c2c1 (centres undefined),-6,11,103,104,103,114,102,99,3.2,-22,4
CC(/C=N/NC(=O)c1cc(C(C)(C)C)[nH]n1)=C\c1ccccc1,-3,10,101,101,102,104,98,98,0.9,-17,11
CCOc1ccc(C(=O)N/N=C/c2cc(Cl)ccc2[N+](=O)[O-])cc1,24,4,101,98,101,104,101,103,-0.2,2,1
COCC1CCN(Cc2nc(COc3ccccc3)no2)C1 (centres undefined),-11,7,94,95,97,97,95,97,0.2,-2,1
O=C1CC(c2ccccc2)CC(O)=C1C=NC1CCCCC1 (centres undefined),/,10,97,96,96,94,96,97,0.3,9,-1
O=C(Nc1ccc([N+](=O)[O-])cn1)c1ccc2c(c1)OCO2,-9,8,102,109,99,95,96,98,0.0,6,3
COc1ccc(NC(=O)c2cc(-c3cccnc3)nc3c(C)c(C)ccc23)c(OC)c1,18,33,99,100,100,104,99,103,1.1,/,3
COc1ccc(OC)c(N(CC(=O)Nc2cccnc2)S(=O)(=O)c2ccc(C)cc2)c1,-16,9,100,104,103,113,98,100,1.5,-11,16
NC(=O)c1ccc(C(F)(F)F)n(Cc2c(Cl)cccc2Cl)c1=O,11,24,95,97,95,98,93,96,-0.1,/,44
Cc1sc2nc(C3CCCCC3)nc(SCC(=O)N3CC(=O)Nc4ccccc43)c2c1C,-62,6,98,100,100,100,97,96,0.2,/,0
C/C(=N\NC(=O)CNc1cccc(C(F)(F)F)c1)c1cccc(Br)c1,6,12,95,96,97,99,97,98,-0.1,-23,0
COCC(=O)NC(C)c1nc2ccccc2[nH]1 (centres undefined),13,5,103,99,102,104,101,103,0.3,/,0
O=C1CC(C(F)(F)C(F)(F)C(F)(F)C(F)F)=Nc2ccccc2N1,-4,10,95,96,97,94,97,98,0.7,/,4
CCOC(=O)c1ccccc1-c1csc(NS(=O)(=O)c2ccc(Cl)cc2)n1,2,34,91,95,93,92,91,93,0.0,/,0
CCC(=O)Nc1cccc(C(=O)c2ccccc2)c1,2,8,98,98,98,103,100,98,0.7,/,29
NC(=O)CCC(NC(=O)c1ccc(Cl)cc1)C(=O)O (centres undefined),-10,7,96,95,97,98,95,98,0.2,/,11
O=C(N=Nc1c(O)[nH]c2ccc(Br)cc12)c1cc(-c2cccs2)nc2ccccc12,68*,9,100,108,95,99,94,96,0.1,1,3
CNC(=S)NC1CC2CCCC(C1)N2Cc1ccc(C)cc1 (centres undefined),10,10,99,100,99,103,97,96,0.1,-21,1
Cc1n[nH]c(=O)n1-c1cccc(C(F)(F)F)c1,1,33,97,96,98,98,97,98,0.4,-4,2
CCCN(CCC)CCNC(=O)C1CCN(Cc2nc(-c3ccc(Cl)cc3)oc2C)CC1,-11,10,96,95,98,98,96,99,0.7,-1,2
COc1ccc(CCNC(=O)C(C)OC(=O)c2ccco2)cc1OC (centres undefined),-9,15,97,97,98,99,98,99,-0.3,/,0
CCn1c(SCC(=O)NCC2CCCO2)nnc1-c1ccccc1 (centres undefined),9,8,100,97,100,101,98,100,0.0,/,1
COc1ccc(/C=N/NC(=O)c2cccc([N+](=O)[O-])c2)cc1O,27,9,94,97,95,95,95,99,0.5,-14,26
COc1ccc(C(=O)NCc2nnc(SCC(=O)N3CCCc4ccccc43)o2)cc1OC,14,6,96,93,95,93,94,85,0.7,11,2

# Among those listed so far, these contain a tert-butyl group.
mol,Mcl1 Noxa PPI,Avidin bead fluor,Rab2 wt GTP,Rab7 wt GTP bind,HRas wt GTP bind,Rac1 wt GTP bind,Rac1 act GTP bind,Cdc42 wt GTP,ABCB1 block,Pf gamet viab,ABCG2 inh
CC(C)(C)NC(=O)COC(=O)c1cncc(Br)c1,-5,35,104,104,106,104,99,106,0.1,-7,0
CC(/C=N/NC(=O)c1cc(C(C)(C)C)[nH]n1)=C\c1ccccc1,-3,10,101,101,102,104,98,98,0.9,-17,11

# (more compounds)
mol,Mcl1 Noxa PPI,Avidin bead fluor,Rab2 wt GTP,Rab7 wt GTP bind,HRas wt GTP bind,Rac1 wt GTP bind,Rac1 act GTP bind,Cdc42 wt GTP,ABCB1 block,Pf gamet viab,ABCG2 inh
Cc1cc(=O)oc(C)c1C(=O)Nc1cccc2ccccc12,-121,6,101,100,101,104,100,102,0.1,/,0
Cc1ccccc1C(=O)NCC(=O)O,16,9,97,94,98,98,94,97,-0.2,15,-1
CC(=O)c1ccc(NC(=O)Nc2ccccc2)cc1,11,8,100,98,101,104,101,103,0.1,/,1
CCc1ccc(S(=O)(=O)NCc2cn3ccsc3n2)s1,5,6,98,98,97,98,95,98,1.0,/,6
Cc1ccc(C)c(S(=O)(=O)N2CCNCC2)c1,1,9,102,108,99,98,95,100,0.5,-4,4
Cn1c(CSCc2ccccc2Cl)n[nH]c1=S,9,7,96,97,96,96,95,98,-1.1,-17,-4
COc1cc2ncnc(NCc3ccc(Cl)cc3)c2cc1OC,-1,8,97,101,93,96,91,95,1.6,2,4
CC(NC(=O)c1ccccc1F)c1nnc(SCc2nc3ccccc3c(=O)[nH]2)n1C (centres undefined),4,6,97,102,96,98,92,94,0.0,-15,0
COc1cccc(-c2csc(N3CCN(CC(=O)NNC(=O)c4ccc(Br)cc4)CC3)n2)c1,5,35,101,103,101,98,98,101,0.6,/,2
